From PubChem BioAssay
Cdc42 wt – modulators of GTP binding to wildtype Cdc42, primary screen, biochemical, multiplex bead flow cytometry, Bodipy-GTP. hit rate 0.2% among 190,000. GST-Cdc42 beads; actives lie on both sides. Cell division control protein 42 homolog (Homo sapiens), P60953. percent activity (GTP binding), % at 10 µM;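 active = percent activity GTP binding at least 20 points away from the 100% baseline, either down as inhibitor or up as activator; inconclusive = compound flagged as likely green fluorescent from well-wide comparison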;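 note: median bead fluorescence of bound Bodipy-FL-GTP at 100 nM; 0% = excess unlabeled GTP control and 100% = no compound control; below 100% means less GTP binding so inhibitor and above means activator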
Target sequence (P60953 whole entry, looked up): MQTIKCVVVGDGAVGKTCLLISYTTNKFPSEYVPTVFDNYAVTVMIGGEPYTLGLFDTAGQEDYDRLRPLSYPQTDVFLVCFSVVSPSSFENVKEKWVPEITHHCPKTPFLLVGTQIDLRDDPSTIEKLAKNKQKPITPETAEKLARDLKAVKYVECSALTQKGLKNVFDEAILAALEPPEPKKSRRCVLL
Rac1 mut GTP – GTP binding modulators of activated mutant Rac1, primary screen, biochemical, bead-based flow cytometry, multiplex, fluorescent GTP | GST-Rac1 activated beads; actives lie on both sides; 100% means binding = to untreated wells | percent activity (GTP binding), % at 10 µM | hit rate 0.11% among 190,000 | AID 764, 2007;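 active = GTP binding at least 20 percentage points away from the 100% baseline, in either direction, so actives lie on both sides; inconclusive = Compound likely fluorescent itself, or too few beads counted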
ABCG2 block – ABCG2 efflux pump inhibitors, primary screen, multiplex with ABCB1, IgMXP3 cells, flow cytometry; hit rate 0.1% among 190,000; JC-1 efflux; inhibition, % at 6.6 µM; Broad substrate specificity ATP-binding cassette transporter ABCG2 (Homo sapiens), Q9UNQ0;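 active = inhibition above 80%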;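 note: 0% = DMSO and 100% = nicardipine control wells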
Target sequence (Q9UNQ0 whole entry, looked up): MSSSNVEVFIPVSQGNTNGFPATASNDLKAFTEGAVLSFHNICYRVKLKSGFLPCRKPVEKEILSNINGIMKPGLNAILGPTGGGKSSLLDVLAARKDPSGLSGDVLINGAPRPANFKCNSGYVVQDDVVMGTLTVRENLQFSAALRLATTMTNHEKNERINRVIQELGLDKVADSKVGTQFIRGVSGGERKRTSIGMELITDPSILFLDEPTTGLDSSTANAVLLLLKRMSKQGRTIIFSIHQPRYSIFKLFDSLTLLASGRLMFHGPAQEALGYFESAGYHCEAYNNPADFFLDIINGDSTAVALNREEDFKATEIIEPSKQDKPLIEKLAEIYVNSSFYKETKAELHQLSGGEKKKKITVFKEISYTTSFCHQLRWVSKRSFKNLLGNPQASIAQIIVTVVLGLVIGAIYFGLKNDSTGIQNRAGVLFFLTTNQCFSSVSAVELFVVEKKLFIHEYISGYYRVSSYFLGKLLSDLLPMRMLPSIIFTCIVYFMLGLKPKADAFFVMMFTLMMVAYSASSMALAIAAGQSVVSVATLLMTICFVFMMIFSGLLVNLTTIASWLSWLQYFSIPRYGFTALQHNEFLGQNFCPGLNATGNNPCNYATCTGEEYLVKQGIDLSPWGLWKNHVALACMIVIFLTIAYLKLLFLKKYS
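material = IgMXP3 (ABCG2) plus far-red-tagged CCRF-Adr (ABCB1) cells | amount = 3 million cells/mL, equal mix of both lines | also added = JC-1 transporter substrate | dosing = one concentration, 6.6 µM final | schedule = 10 min at 25 °C | measured by = flow cytometric JC-1 green MFI at 530 nm | read-out basis = percent efflux inhibition, scaled nicardipine 100% to DMSO 0%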
Pf gamet viab – late stage P. falciparum gametocyte viability inhibitors, primary screen, ATP luminescence, HTS | AID 743093, 2013 | P. falciparum stage V gametocytes, 24 h | hit rate 0.065% among 150,000 | inhibition, % at 10.9 µM;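 active = inhibition above the mean plus 3 SD of compounds within the control limits, set per campaign, cut at about 38% in these data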;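 note: 0% = DMSO wells and 100% = medium only without gametocytes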
HRas wt GTP – modulators of GTP binding to HRas wildtype, primary screen, biochemical, bead-based flow cytometry, multiplex | GTPase HRas (Homo sapiens), P01112 | GST-Ras wt beads, Bodipy-FL-GTP binding; actives lie on both sides | GTP binding activity, % at 10 µM | hit rate 0.14% among 190,000 | AID 759, 2007;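 active = GTP binding activity at least 20% away from the 100% baseline, either lowered as inhibitor or raised as activator; inconclusive = flagged as likely green fluorescent, judged across all proteins in the well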;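 note: 0% = unlabeled GTP competition control and 100% = no-compound control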
Target sequence (P01112 whole entry, looked up): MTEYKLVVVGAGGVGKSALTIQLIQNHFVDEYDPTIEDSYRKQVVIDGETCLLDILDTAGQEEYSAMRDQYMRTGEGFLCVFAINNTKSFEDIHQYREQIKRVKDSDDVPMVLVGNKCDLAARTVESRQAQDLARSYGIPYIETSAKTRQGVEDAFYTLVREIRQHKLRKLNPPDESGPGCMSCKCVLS
GSH fluor – compound fluorescence on glutathione beads, profiling panel, artefact control, biophysical, 488/530 nm, flow cytometry; GSH beads flow cytometry, compound fluorescence 488/530 nm; hits give high values; AID 1776, 2009; hit rate 0.25% among 190,000; fluorescence (KMESF) at 10 µM; in the data active = fluorescence above about 89;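 note: glutathione beads carrying GST-tagged Bcl family fusion proteins plus one bare bead set; values are compound well signal with DMSO vehicle wells as background; inactives centre near 16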
Avidin bead fluor – green autofluorescence of compounds with avidin beads – biophysical, 488/530 nm, flow cytometry, artefact control, profiling panel. compound fluorescence 488/530 nm; hits give high values. fluorescence (KMESF) at 10 µM. hit rate 0.38% among 220,000. AID 1775, 2009; in the data active = fluorescence above about 47; note: inactives centre near 10
ABCB1 block – ABCB1 efflux pump inhibitors, primary screen, cell-based, multiplex, flow cytometry, ABCG2 counter-screen; ATP-dependent translocase ABCB1 (Homo sapiens), P08183; CCRF-Adr cells, JC-1 efflux; inhibition, % at 6.6 µM; hit rate 0.067% among 190,000; AID 1326, 2008; in the data active = inhibition above about 40%;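 note: 0% = vehicle and 100% = reference inhibitor; higher value means more JC-1 retained so stronger ABCB1 efflux block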
Rac1 wt GTP bind – wildtype Rac1 GTP binding modulators, primary screen, biochemical, GST-Rac1 beads, flow cytometry, multiplex. Ras-related C3 botulinum toxin substrate 1 (Homo sapiens), P63000. fluorescent GTP binding; actives lie on both sides; 0 = cold GTP competed, 100 = untreated. GTP binding activity (% of control), % at 10 µM. hit rate 0.27% among 190,000;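 active = GTP binding activity at least 20 points away from the 100% control level, either lower or higher; inconclusive = compound flagged as likely green fluorescent, judged across all proteins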
Rab2A wt mod – modulators of GTP binding to Rab2A wildtype, primary screen, biochemical, dog, bead-based flow cytometry, multiplex | Ras-related protein Rab-2A (Canis lupus familiaris), P61105 | GST-Rab2 wt beads, Bodipy-GTP binding | GTP binding activity, % at 10 µM | hit rate 0.19% among 190,000;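 active = GTP binding activity at least 20 points away from 100%, either lowered or raised; inconclusive = signal likely due to the compound's own green fluorescence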;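 note: 0% = beads with excess unlabeled GTP and 100% = no-compound control corrected for plate trend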
Rab7 wt modul – modulators of GTP binding to Rab7, primary screen, biochemical, wildtype, multiplex bead flow cytometry; GTP binding activity (percent of control), % at 10 µM; Rab7 GTPase wild type (dog), Bodipy-FL-GTP binding; GST-Rab7 beads, fluorescent GTP binding; actives lie on both sides; untreated = 100%, excess cold GTP = 0%; AID 758, 2007; hit rate 0.055% among 190,000;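 active = fluorescent GTP binding to Rab7 beads changed by at least 20 points from the 100% baseline, either direction, mostly lower; inconclusive = compound itself probably fluorescent, or too few beads counted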;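 note: median green fluorescence of bound Bodipy-FL-GTP per Rab7 bead population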
* = called active by the depositor; ? = inconclusive; . = not tested or not shown.

SMILES	Cdc42 wt	Rac1 mut GTP	ABCG2 block	Pf gamet viab	HRas wt GTP	GSH fluor	Avidin bead fluor	ABCB1 block	Rac1 wt GTP bind	Rab2A wt mod	Rab7 wt modul
CC(C)NS(=O)(=O)c1ccc2c(c1)oc(=O)n2C	101	100	1	.	97	16	25	0.2	104	97	100
Cc1nc(N)sc1C(=O)OCC(C)C	98	96	10	6	96	15	15	2.7	99	99	105
Clc1ccc(SCc2cc(-c3ccccc3)no2)cc1	102	97	2	5	99	19	20	0.4	100	96	97
Cc1ccc(NC(=O)N2CCCN(Cc3ccc(F)cc3)C2)cc1C	99	98	1	.	98	10	25	0.4	98	98	94
COc1ccc(N=C2C(=O)N3CCCc4cccc2c43)cc1	103	100	4	-22	101	10	12	0.6	104	102	106
COc1ccc(C(=O)NC(=S)Nc2ccc3c4c(cccc24)CC3)cc1OC	100	97	2	-22	104	10	4	0.5	103	103	104
CCOc1ccccc1NC(=O)CC1SC(=N)N(c2ccccc2)C1=O (stereo not given)	93	93	2	.	95	9	24	0.2	97	95	95
CCN(CCn1cccn1)Cc1nc(-c2ccc(C(=O)OC)cc2)no1	101	97	6	1	100	11	10	-0.4	101	98	100
COc1ccc(-c2cccc(C(=O)Nc3ccc(C)cc3)c2)cc1	100	93	5	5	99	9	10	-0.1	98	98	98
COc1ccccc1C(=O)Nc1c2c(nn1-c1cccc(C)c1C)CS(=O)(=O)C2	108	100	1	.	107	53	6	0.7	109	107	103
Cn1nc(/C=C/c2ccccc2)ccc1=O	95	96	22	-16	96	14	7	-1.0	99	96	92
O=C1CS/C(=N/N=C/c2cccs2)N1	96	95	2	.	97	16	8	0.5	99	100	95
Cc1ccc(NC(=O)Cn2nnc3ccccc32)c(C)c1	103	98	1	20	104	10	10	0.6	102	103	109
COc1cc(C2Nc3ccccc3C(=O)N2c2ccc(Cl)cc2)c(Cl)cc1OCC(=O)O (stereo not given)	95	96	4	23	96	10	3	0.4	96	96	105
O=C(O)/C=C/c1ccc(S(=O)(=O)Nc2ccc(C(=O)NCC(=O)O)cc2)cc1	89	93	0	-20	94	11	11	-0.2	94	96	102
O=C(CCc1nc(-c2ccccc2)no1)NC1CCCCC1	102	100	2	-28	104	16	7	0.3	106	103	102
O=C(OCCN1C(=O)c2ccccc2C1=O)C1CCN(S(=O)(=O)c2cccs2)CC1	99	96	18	-2	95	24	19	2.7	102	98	93
CCOC(=O)C1CCCN(C(=O)c2ccc(C)c([N+](=O)[O-])c2)C1 (stereo not given)	105	103	14	.	99	16	5	1.7	103	101	105
CCc1ccc2nc3sc(C(=O)Nc4nnc(CC)s4)c(N)c3cc2c1	96	96	4	-23	101	54	26	2.4	101	99	104
CC(C)c1ccccc1OCCNS(C)(=O)=O	103	100	2	.	102	21	15	0.4	102	102	101
CCOC(=O)c1c(C)[nH]c(C(=O)COC(=O)[C@H](C)NC(=O)c2ccccc2Cl)c1C	104	101	66	.	99	10	24	0.3	106	98	97
CN(C)S(=O)(=O)c1ccc(NC(=O)CSc2nc3ccccc3n2-c2ccccc2)cc1	100	99	3	-17	102	23	12	6.1	103	102	99
CC(=O)Nc1ccc(Sc2ncccc2C(=O)Nc2cc(Cl)cc(Cl)c2)cn1	106	102	1	4	105	24	14	0.0	104	106	96
Cc1cccc(Nc2ccccc2C(=O)OCC(=O)N(C)C2CCS(=O)(=O)C2)c1C (stereo not given)	100	96	1	.	101	10	10	0.1	97	98	97
NC(=O)C(=O)NCCCN1CCOCC1	99	96	1	16	100	8	12	1.0	100	101	105

Exported with two lines to a compound: part of the list above
Screens in order – Cdc42 wt	Rac1 mut GTP	ABCG2 block	Pf gamet viab	HRas wt GTP	GSH fluor	Avidin bead fluor	ABCB1 block	Rac1 wt GTP bind	Rab2A wt mod	Rab7 wt modul
Cn1nc(/C=C/c2ccccc2)ccc1=O
    95	96	22	-16	96	14	7	-1.0	99	96	92
O=C1CS/C(=N/N=C/c2cccs2)N1
    96	95	2	.	97	16	8	0.5	99	100	95

(continued)
SMILES	Cdc42 wt	Rac1 mut GTP	ABCG2 block	Pf gamet viab	HRas wt GTP	GSH fluor	Avidin bead fluor	ABCB1 block	Rac1 wt GTP bind	Rab2A wt mod	Rab7 wt modul
CCOc1cc(C2C(C#N)=C(N)Oc3n[nH]c(C)c32)ccc1OCCN1CCOCC1 (stereo not given)	99	94	2	.	98	15	16	0.0	97	96	101
O=C(NNC(=S)NCc1ccco1)c1ccc(S(=O)(=O)N2CCOCC2)cc1	96	96	0	-3	98	24	10	0.0	101	98	100
CC/C(=N\NC(=O)CSCc1ccccc1Br)c1ccc2c(c1)OCCO2	98	96	0	-27	99	33	6	-0.3	101	97	100
Cc1ccc2nc(-c3ccccc3)c(CN3CCSCC3)n2c1	96	94	1	2	99	18	11	1.0	97	98	102
CC(=O)Nc1ccc2nc(N)sc2c1	97	96	0	.	99	17	23	-0.2	99	96	96
N#Cc1nc(Cc2ccccc2)oc1NCc1ccccc1Cl	92	95	1	.	95	26	19	0.1	95	95	94
CCn1c(SCC(=O)NC)nnc1C(C)C	94	94	0	.	94	17	7	0.0	95	93	95
COc1cc(C2Nc3cccc4cccc(c34)N2)ccc1OC(C)=O	101	98	-1	.	99	21	6	-0.4	99	100	101
O=C(NCCc1ccccc1)C(=O)N/N=C/c1ccc2c(c1)OCO2	100	99	2	.	101	8	45	0.2	102	99	99
CCOC(=O)CN(C(=O)CSc1nnc2c(n1)[nH]c1ccc(F)cc12)c1ccccc1	?	?	4	.	?	15	35	0.9	?	?	?
CCC(=O)N1N=C(c2cccs2)CC1c1ccco1 (stereo not given)	101	98	0	9	101	8	10	0.2	104	101	108
CCCn1c(SCC(=O)N2N=C3/C(=C/c4ccc(OC)cc4)CCCC3C2c2ccc(OC)cc2)n[nH]c1=O (stereo not given)	95	98	-5	.	94	9	15	0.4	101	93	94
CCOC(=O)C(C(=O)N1CCOCC1)C1CCCCC1 (stereo not given)	97	95	1	.	95	25	21	0.6	93	96	95
Cc1[nH]c2ccccc2c1C(=O)Cn1c(=O)oc2ccccc21	101	100	0	.	101	14	5	-0.2	102	101	102
Cc1cc(C)c(C#N)c(Oc2ccccc2Br)n1	105	98	5	22	97	16	10	0.2	101	98	98
COCCN(C(=O)CSc1nnc(-c2cccc(OC)c2)n1C)c1c(N)n(Cc2ccccc2)c(=O)[nH]c1=O	96	95	0	.	96	18	10	0.1	98	94	93
CC(C)C(=O)Nc1ccc(NC(=S)NC(=O)c2ccc([N+](=O)[O-])cc2)cc1	100	98	9	.	97	18	5	0.5	102	97	96
C=CCn1c(SCC(=O)c2ccc(NS(=O)(=O)c3ccccc3)cc2)nnc1-c1cccs1	99	95	6	1	95	13	27	0.6	98	94	98
CCNC(=O)c1ccc2c(c1)S(=O)(=O)c1ccccc1C2=O	100	99	33	.	101	30	7	0.2	106	101	103
CC(=O)N1N=C(C)CC1c1ccc(OCc2ccccc2)cc1 (stereo not given)	103	100	10	25	100	15	23	1.0	104	98	100
O=C(COc1ccc2ccccc2c1)N1CCN(C(=O)c2ccc([N+](=O)[O-])cc2)CC1	94	93	1	-17	95	12	3	0.4	95	93	97
C=CCN1C(=O)C2(C(C#N)=C(N)Oc3n[nH]c(CCC)c32)c2ccccc21 (stereo not given)	100	100	2	0	99	20	12	0.4	102	99	99
CCN(Cc1ccccc1)C(=O)Cn1c(=O)n(CC(=O)NCc2ccco2)c(=O)c2sccc21	101	102	1	18	100	14	30	0.4	106	100	98
O=C(COc1ccc2ccccc2c1Br)Nc1ncn[nH]1	97	95	2	.	99	37	7	0.3	99	97	99
O=C(Nc1ccc(Cl)cn1)c1ccc(COCC(F)(F)C(F)F)o1	95	96	4	.	95	32	14	0.0	99	96	99
SMILES	Cdc42 wt	Rac1 mut GTP	ABCG2 block	Pf gamet viab	HRas wt GTP	GSH fluor	Avidin bead fluor	ABCB1 block	Rac1 wt GTP bind	Rab2A wt mod	Rab7 wt modul
O=S(=O)(Nc1cccc(-c2nc3cccnc3s2)c1)c1ccc2c(c1)OCCO2	96	93	-1	.	93	14	5	-0.2	97	93	95
Cc1cc(Br)ccc1NC(=O)c1ccccc1-c1ccccc1	97	93	28	0	96	10	5	0.9	100	98	99
COc1cc2nc(C)sc2cc1SC	97	97	0	.	98	17	5	0.0	101	97	94
O=C(Nc1cccc2oc(=O)ccc12)c1ccc([N+](=O)[O-])cc1[N+](=O)[O-]	97	96	0	0	97	9	4	0.0	100	100	101
Cc1ccc(-c2nnc(-c3ccc(NC(=O)Cc4cccs4)cc3)o2)cc1	102	102	1	.	101	4	8	0.1	102	99	96
CCOc1cccc2cc(-c3csc(NC(=O)CCC(=O)NCCN4CCCCC4C)n3)c(=O)oc12 (stereo not given)	96	95	13	-2	99	25	9	0.1	98	98	98
O=C(CCN1CCN(c2ccccn2)CC1)Nc1ccc(F)cc1	100	97	1	5	101	16	9	0.2	101	102	103
CCOC(=O)C(C)Sc1ccc2nnc(CCNS(=O)(=O)c3ccc(C)cc3)n2n1 (stereo not given)	97	95	1	4	94	15	7	-0.5	96	93	94
Cc1ccc(OCc2ccc(C(=O)Nc3c(C)nn(Cc4c(F)c(F)c(F)c(F)c4F)c3C)o2)c([N+](=O)[O-])c1	104	101	11	-2	102	15	17	8.0	108	100	102
CCOC(=O)Nc1ccc2c(c1)N(C(=O)CCN(C)C)c1ccccc1S2	99	95	4	15	96	24	20	0.8	93	96	92
C=C(C)C(=O)OCC(=O)NCc1ccccc1	96	93	-2	13	97	11	5	-0.4	100	101	99
COc1ccccc1CCNC(=O)CSc1ccc(-c2cccs2)nn1	103	97	8	-4	100	13	12	0.7	102	98	100
O=P(O)(CCc1ccccn1)CN1CCCCC1	102	98	0	.	100	40	7	0.0	101	100	98
CC1CCN(c2cc(C#N)c(C#N)cc2[N+](=O)[O-])CC1	100	100	-1	-16	100	11	9	-0.1	102	101	102

Hits appear at their usual frequency; about 1.1% have a hit in one of these screens.
